# M. tuberculosis HTS = M. tuberculosis growth inhibition, HTS (AID 449762); M. tuberculosis H37Rv growth inhibition, 7H9 media; higher % means a stronger effect; one-dose inhibition, % at 25 µM; IC50 in µM for titrated hits; 330,000 tested, 0.59% active; in the data active means a potency from the dose series; inconclusive means inhibition above about 70% without an active follow-up result;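 further: bacterial growth assessed after seven days of incubation; strong numbers were not always called active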
# PhoP GFP inhibition = PhoP regulon inhibitors, Salmonella typhi PhoP promoter GFP reporter, confirmatory (AID 1850). Salmonella Typhi PhoP-promoter GFP reporter, fluorescence, 4 h; higher % means a stronger effect. inhibition, % at 50 µM, or IC50 in µM where a hit was titrated. 310,000 tested, 0.33% active; in the data active means a potency from the dose series; inconclusive means inhibition mostly from about 25% at the one dose, without a potency; inactive means the rest, 99 in 100 with inhibition below about 19%;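 further: 0% = induced wells with vehicle and 100% = uninduced wells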
# VEEV TC-83 Vero = inhibitors of VEEV TC-83 cytopathic effect, confirmation, Vero cells (AID 588727); Vero cells, VEEV TC-83 cytopathic effect inhibition; higher % means a stronger effect; inhibition, % at 20 µM; hits with a dose series show IC50 in µM; 350,000 tested, 0.13% active; in the data active means a potency from the dose series; inconclusive means inhibition mostly from about 14% at the one dose, without a potency; inactive means the rest, 99 in 100 with inhibition below about 12%; further: strong numbers were not always called active
# influenza NS1A = NS1A inhibition, H1N1 influenza, cell based functional assay (AID 504329); 340,000 tested, 0.3% active; one-dose inhibition, % at 12.5 µM; IC50 in µM for titrated hits; NS1A functional cell-based assay, percent inhibition; higher % means a stronger effect; in the data active means a potency from the dose series; inconclusive means inhibition above about 27% without an active follow-up result; further: strong numbers were not always called active
# M. tuberculosis = growth inhibition of non-replicating M. tuberculosis (AID 488890); Mycobacterium tuberculosis non-replicating, growth inhibition; higher % means a stronger effect; inhibition, % at 25 µM, or IC50 in µM where a hit was titrated; 320,000 tested, 0.39% active; in the data active means a potency from the dose series; inconclusive means inhibition mostly from about 82% at the one dose, without a potency; inactive means the rest, 99 in 100 with inhibition below about 76%;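 further: plate controls were DMSO cells for no effect and high antibiotic wells for full effect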
# VEEV TC-83 Vero 10K pilot screen = second read-out of VEEV TC-83 Vero, no call of its own (marks repeat the call); inhibition, %; measured here: 10K pilot screen inhibition
# * = called active by the depositor; i = inactive; ? = inconclusive; nt = not tested or not shown.
SMILES,M. tuberculosis HTS,PhoP GFP inhibition,VEEV TC-83 Vero,influenza NS1A,M. tuberculosis,others
CCc1ccc(N2CC(C(=O)Nc3ccc(S(=O)(=O)N4CCCCC4)cc3)CC2=O)cc1 (stereo unspecified),11%,9%,7.2%,-4%,29%,
COc1cccc(N2C(=O)NC(=O)/C(=C/c3ccc4c5c(cccc35)CC4)C2=O)c1,-3%,-8%,nt,nt,7%,
Cc1c(-c2cccc(Cl)c2)nc2ccccc2c1C(=O)N1CCC2(CC1)OCCO2,-3%,-9%,8.2%,3%,9%,
C=CCOc1c(Br)cc(CNc2ccc(NC(=O)C(C)C)c(OC)c2)cc1OCC,10%,-3%,6.1%,4%,22%,
CCCSc1nc2cc(OC)c(OC)cc2c(=N)n1CCCN1CCOCC1,-7%,26%,1.4%,2%,-1%,
CS(=O)(=O)Nc1ccc(S(=O)(=O)NC2CCCCC2)cc1,-2%,-8%,0.3%,-2%,-1%,
CCOc1ccc(OCC)c(S(=O)(=O)N2CCCCC2)c1,-22%,1%,i,4%,2%,VEEV TC-83 Vero 10K pilot screen=0.1
CCN(CC)S(=O)(=O)c1ccc(C(=O)NCc2n[nH]c(=S)n2-c2ccc(Cl)c(Cl)c2)cc1,6%,-5%,0.5%,4%,-24%,
CCn1cc(/C=C/C(=O)c2ccc(O)cc2)c(C)n1,3%,2%,5.7%,13%,38%,
C=CCn1c(=O)c(C(=O)Nc2cccnc2)c(O)c2ccccc21,3%,-5%,2.9%,-9%,7.6µM*,
COc1cc(C(=O)OCC(=O)Nc2cccc(S(=O)(=O)N3CCOCC3)c2)ccc1OCC(C)C,0%,-4%,10.0%,-8%,-12%,
CCOc1ccc2nc(NC(=O)C3CCN(c4cnccn4)CC3)sc2c1,?,-11%,i,9%,?,

# Quoted at random: 2 compounds from above, in no set order.
SMILES,M. tuberculosis HTS,PhoP GFP inhibition,VEEV TC-83 Vero,influenza NS1A,M. tuberculosis,others
C=CCOc1c(Br)cc(CNc2ccc(NC(=O)C(C)C)c(OC)c2)cc1OCC,10%,-3%,6.1%,4%,22%,
CS(=O)(=O)Nc1ccc(S(=O)(=O)NC2CCCCC2)cc1,-2%,-8%,0.3%,-2%,-1%,

# More structures
SMILES,M. tuberculosis HTS,PhoP GFP inhibition,VEEV TC-83 Vero,influenza NS1A,M. tuberculosis,others
COc1ccc(CCNS(=O)(=O)c2ccc(-c3ccc(=O)[nH]n3)o2)cc1OC,-2%,2%,3.0%,4%,-2%,
Cc1cc(C)c2c(N)c(C(=O)NCC3CCCCC3)sc2n1,5%,-1%,6.3%,-8%,13%,
Cc1ccc(-c2cc(N)nc(-c3ccccc3)c2)cc1,?,23%,4.9%,-2%,14%,
O=C(NCCCn1ccnc1)C1c2ccccc2Oc2ccccc21,-7%,2%,1.2%,-24%,16%,
CCN(C(=O)COC(=O)COc1ccc2c(c1)CCC2)c1c(N)n(Cc2ccccc2)c(=O)[nH]c1=O,nt,nt,1.1%,-6%,nt,
O=C1NCCCCC1NS(=O)(=O)c1ccccc1 (stereo unspecified),-3%,1%,i,-15%,-17%,
CC/C(=C\c1ccc(N(C)C)cc1)c1ccncc1,nt,nt,2.8%,21%,nt,
N/C(=N\N=C\c1ccco1)SC1CC(=O)N(c2ccccc2)C1=O (stereo unspecified),1%,9%,1.0%,-1%,2%,
CCc1ccccc1NC(=O)CNC(=O)CCNC(=O)Nc1ccccc1,-8%,nt,0.4%,0%,3%,
CCN(CC)Cc1csc(C(N)=O)c1,2%,-6%,3.9%,3%,-3%,
CCN(CC)S(=O)(=O)c1ccc(C(=O)/C=C/c2ccc(-c3ccc([N+](=O)[O-])cc3)o2)cc1,8%,-9%,1.0%,-11%,35%,
O=C(COC(=O)CCc1ccccc1)NC12CC3CC(CC(C3)C1)C2,-6%,-5%,1.8%,2%,18%,
Cc1ccc(C(=O)NCCc2nnc3ccc(SCC(=O)N4CCCC4)nn23)cc1,-1%,-2%,1.5%,-3%,-8%,
CC1Cc2ccccc2N1CC(=O)Nc1ccc2c(c1)OC(F)(F)O2 (stereo unspecified),9%,-1%,i,5%,64%,
O=C(COC(=O)C12CC3CC(CC(Br)(C3)C1)C2)N1CCOCC1,-12%,-1%,1.5%,23%,-4%,
O=C(CCS(=O)(=O)Cc1ccccc1)N1CCN(c2ccccc2)CC1,-8%,-7%,i,-10%,2%,
COc1ccc(CCNS(=O)(=O)c2cccc3cccnc23)cc1OC,-4%,-11%,i,9%,2%,
O=C(Nc1ccc(Cl)cc1)C1CC(=O)n2c(nc3ccccc32)N1 (stereo unspecified),-13%,1%,i,-6%,-5%,
COC(=O)c1c(CSc2cccc(C)c2)noc1C(=O)NCc1ccco1,8%,-8%,1.7%,4%,53%,
O=C(OCC(=O)N1CCCCC1)c1cc(NS(=O)(=O)c2ccc(Cl)c([N+](=O)[O-])c2)ccc1O,-5%,0%,0.7%,0%,-2%,
Cc1cc(-c2nnc3n2N=C(c2ccc(-c4ccccc4)cc2)CS3)n[nH]1,38%,0%,11%,12%,10%,
O=C(COC(=O)C1CCC1)NCc1ccccc1,0%,0%,1.8%,-5%,23%,
Cc1ccc(CNC(=O)c2ccc3c(=O)c(O)c(-c4ccc(C)cc4)[nH]c3c2)cc1,-7%,-3%,0.9%,-3%,11%,
CC(C)COc1ccc(C(=O)N(Cc2ccco2)C2CCS(=O)(=O)C2)cc1 (stereo unspecified),1%,2%,3.3%,-15%,10%,
CCCCN(C)CC(O)Cn1cc(/C=C/C(=O)c2cccs2)c2ccccc21 (stereo unspecified),?,-20%,3.2%,-4%,?,
O=C1c2ccccc2C(=O)C1c1ccccc1,5%,4%,i,4%,7%,
Cc1sc2nc(C(C)C)nc(SCC(=O)NC3CC3)c2c1C,0%,9%,i,8%,-16%,
O=[N+]([O-])c1ccc(C2C3C(c4ccccc4)=NC4(CCCCC4)N32)cc1 (stereo unspecified),1%,4%,i,0%,2%,
NC(=S)N1OC[C@@H]2COc3ccc4ccccc4c3[C@@H]21,1%,3%,4.5%,-4%,52%,
O=C(c1ccc(Cn2cc(Br)cn2)o1)N1N=C(C(F)F)CC1(O)C(F)F (stereo unspecified),4%,5%,i,2%,58%,
CCOc1ccc(S(=O)(=O)N2CCC(C(=O)NC3CCCCC3)CC2)cc1,4%,-3%,6.6%,1%,-5%,
O=C(NCCc1ccccc1)c1ccc([N+](=O)[O-])cc1,6%,4%,3.5%,6%,33%,
COc1cc(OC)cc(C(=O)OCc2cc3ccccc3[nH]c2=O)c1,-3%,-3%,1.7%,1%,nt,
COc1ccc(CNC(=O)c2c(O)c3cccc4c3n(c2=O)CCC4)cc1OC,1%,-24%,2.8%,21%,6%,
COC(=O)CCCCCN1C(=O)/C(=C\c2ccncc2)SC1=S,?,-2%,4.0%,18%,3.9µM*,
Cc1ccc(C2CC(c3ccco3)n3nc(N)nc3N2)cc1 (stereo unspecified),3%,-2%,0.9%,5%,-12%,
Cc1cc(C)cc(OC(=O)CN2C(=O)c3ccccc3C2=O)c1,3%,-2%,0.7%,-4%,57%,
COCCSc1ccccc1C(=O)Nc1nncs1,-11%,-7%,i,-1%,8%,
CN(C(=O)Cn1cc(C(F)(F)F)cc(Cl)c1=O)C1CCS(=O)(=O)C1 (stereo unspecified),-3%,-4%,1.2%,-6%,-11%,
CCOC(=O)c1c(-c2cccs2)csc1NC(=O)CCCC(=O)O,2%,6%,i,4%,-1%,
CCOC(=O)c1c(C)[nH]c(C)c1S(=O)(=O)N(C)CC(=O)Nc1cccc(C)n1,9%,-31%,1.8%,0%,20%,
COc1ccc(CN(CCCN2CCOCC2)C(=O)Nc2ccccc2)cc1OC,2%,8%,0.2%,12%,2%,
COc1cc(C2c3c(oc4cc(C)c(C)cc4c3=O)C(=O)N2c2cc(C)ccn2)ccc1O (stereo unspecified),5%,-14%,i,-7%,-1%,
O=C(COC(=O)c1ccc(S(=O)(=O)NCc2ccco2)cc1)c1ccccc1,5%,-9%,i,5%,6%,
COc1ccc(NCC(=O)Nc2cccc(S(=O)(=O)N3CCCC3)c2)cc1Cl,5%,nt,6.1%,0%,48%,
NS(=O)(=O)c1ccc(N/C=C\C(=O)c2ccc(F)cc2)cc1,-4%,-7%,1.8%,4%,9%,
COCCCN1C2=C(C(=O)CC(C)(C)C2)C(c2ccc(O)c(OC)c2)C2=C1CC(C)(C)CC2=O,3%,-9%,1.8%,-4%,-3%,
CCOC(=O)C(C#N)=CN1CCN(C(=O)CCCl)c2ccccc21,nt,nt,1.2%,-21%,nt,

# Next section (6 carried over from the part before).
SMILES,M. tuberculosis HTS,PhoP GFP inhibition,VEEV TC-83 Vero,influenza NS1A,M. tuberculosis,others
COc1cc(C2c3c(oc4cc(C)c(C)cc4c3=O)C(=O)N2c2cc(C)ccn2)ccc1O (stereo unspecified),5%,-14%,i,-7%,-1%,
O=C(COC(=O)c1ccc(S(=O)(=O)NCc2ccco2)cc1)c1ccccc1,5%,-9%,i,5%,6%,
COc1ccc(NCC(=O)Nc2cccc(S(=O)(=O)N3CCCC3)c2)cc1Cl,5%,nt,6.1%,0%,48%,
NS(=O)(=O)c1ccc(N/C=C\C(=O)c2ccc(F)cc2)cc1,-4%,-7%,1.8%,4%,9%,
COCCCN1C2=C(C(=O)CC(C)(C)C2)C(c2ccc(O)c(OC)c2)C2=C1CC(C)(C)CC2=O,3%,-9%,1.8%,-4%,-3%,
CCOC(=O)C(C#N)=CN1CCN(C(=O)CCCl)c2ccccc21,nt,nt,1.2%,-21%,nt,
O=C(CSc1nnc(NC(=O)c2ccccc2)s1)NCC1CCCO1 (stereo unspecified),1%,-4%,8.3%,-7%,74%,
COc1ccc(/C=C/C(=O)NCC(=O)N/N=C(/C)c2ccco2)cc1,4%,-20%,4.3%,4%,6%,
COC(=O)c1ccc2c(=O)n(Cc3ccc(C(=O)NC4CCCC4)cc3)c(=S)[nH]c2c1,2%,-5%,0.1%,18%,2%,
COc1cc(NS(=O)(=O)c2c(C(=O)N3CCOCC3)c(C)n(C)c2C)cc(OC)c1OC,1%,3%,0.4%,8%,-7%,
COc1ccc(CNCC2COc3ccccc3O2)cc1 (stereo unspecified),8%,10%,0.1%,-2%,30%,
Cc1nn(-c2ccccc2)c(Cl)c1/C=N/NC(=O)CNc1n[nH]c(=O)[nH]c1=O,6%,-1%,nt,nt,25%,
Nc1cc(=O)[nH]c(=O)n1-c1cccc(F)c1,-2%,-7%,1.0%,-2%,-9%,
c1cc2c(cc1C1OCC3C(c4ccc5c(c4)OCO5)OCC13)OCO2 (stereo unspecified),1%,nt,1.1%,-3%,37%,
CSc1nsc(SCC(=O)NCc2ccc(C)cc2)n1,?,-1%,i,-2%,?,
Cc1ccc(S(=O)(=O)NCC(=O)NCCc2c[nH]c3ccccc23)cc1C,2%,-11%,2.7%,2%,47%,
COc1ccc(CCN2CC(C(=O)N3CCN(C(C)=O)CC3)CCC2=O)cc1 (stereo unspecified),2%,-5%,7.1%,2%,1%,
Cc1cc(NC(=O)CCC2COc3ccccc3O2)no1 (stereo unspecified),0%,4%,0.7%,2%,52%,
CC(C)(O)C#Cc1ccc(C(=O)N2CCN(C(=O)c3ccco3)CC2)cc1,4%,-7%,i,-3%,1%,
O=C(NCc1ccco1)c1ccccc1-c1nc(-c2ccc(F)cc2)no1,-1%,-4%,9.1%,2%,-6%,
CC[C@]12c3[nH]c4ccc(OC)cc4c3CCN1C(=O)C(CC(=O)NCC13CC4CC(CC(C4)C1)C3)C[C@@H]2C(=O)N1CCN(C(=O)C2CC2)CC1 (stereo partly specified),nt,nt,i,-6%,nt,
Cc1ccc(OCC(=O)N2CCN(C(=O)c3ccco3)CC2)cc1,0%,5%,0.4%,10%,35%,
CN1CCN(c2ccc(/C=C3\C(=O)NC(=S)N(c4cccc(Br)c4)C3=O)o2)CC1,-2%,-36%,0.4%,16%,13%,
Cc1cc(=O)oc(C)c1C(=O)NCC1CCCO1 (stereo unspecified),-15%,2%,i,-18%,0%,
C#CCOCCOCCOCCNc1nc(N2CCN(C(=O)[C@H]([C@@H](C)CC)n3cc([C@@H](N)CO)nn3)CC2)nc(N2CCN(C(=O)[C@H](CCCCN)n3cc([C@@H](N)CC(C)C)nn3)CC2)n1,0%,2%,nt,nt,71%,
COc1cc(OC)cc(C(=O)NCC2CCCN(C(=O)c3oc(C)cc3C)C2)c1 (stereo unspecified),-7%,-8%,5.4%,-7%,14%,
COc1ccc(/C=N/NC(=O)CC(=O)NCc2cccnc2)c(OC)c1,-2%,-2%,0.1%,2%,-14%,

# Screens deposited in PubChem BioAssay by Southern Research Specialized Biocontainment Screening Center.

# The order is random. Share with any hit: about 1.6%.
